Screens (PubChem)
HTR5A inv ag: inverse agonist of human HTR5A in OPRM1-OPRD1 counter-screen. AID 504634. 340,000 tested, 0.083% active. inhibition, % at 9.3 µM. HTR5A cell line, luminescence, inverse agonism. P47898; in the data active means inhibition mostly above about 23%, no sharp cut-off; inactive means mostly below about 18%;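 further: 0% = cells with DMSO and 100% = no-cell wells with DMSO; some compounds called inactive have numbers as strong as hits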
Target sequence (P47898 whole entry, looked up): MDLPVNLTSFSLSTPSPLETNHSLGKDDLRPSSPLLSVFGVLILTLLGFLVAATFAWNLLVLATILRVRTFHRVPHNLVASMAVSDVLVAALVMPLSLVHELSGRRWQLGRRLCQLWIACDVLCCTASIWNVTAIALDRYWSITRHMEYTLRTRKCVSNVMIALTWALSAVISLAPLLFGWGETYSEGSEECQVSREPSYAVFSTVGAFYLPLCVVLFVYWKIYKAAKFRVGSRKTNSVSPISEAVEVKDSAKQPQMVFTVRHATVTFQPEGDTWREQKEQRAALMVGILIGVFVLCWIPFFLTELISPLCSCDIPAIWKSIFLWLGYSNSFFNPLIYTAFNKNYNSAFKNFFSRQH
OPRM1-OPRD1 inv: inverse agonist of human OPRM1-OPRD1 heterodimerization. P35372+P41143. 340,000 tested, 0.21% active. cell-based MOR-DOR heterodimer luminescence, inverse agonism. inhibition, % at 9.3 µM; in the data active means inhibition above about 22%, passing the limit was not always enough;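 further: 0% = cells with DMSO and 100% = wells without cells with DMSO; values of inactives mirror those of a sister screen read the other way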
Mot1-301 SUMO: inhibitors of SUMOylation pathway: yeast Mot1-301 growth rescue; 320,000 tested, 1% active; S. cerevisiae Mot1-301 growth rescue, ATP luminescence, 38.5C; percent above DMSO median, 100 means doubled; AID 2716; growth rescue, % at 18.8 µM;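 active means every valid replicate shows activation above 250% relative to neutral control wells; inactive means the rest, any valid replicate at or below 250%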;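 further: OY570 slx delta 5 strain wells were the positive control but not used for scaling; some compounds called inactive have numbers as strong as hits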
Ecoli viability: reduces bacterial viability in AddAB counter-screen; E. coli V3065 growth, OD600 absorbance, 18 h; inhibition, % at 11.9 µM; 330,000 tested, 0.27% active; AID 449728;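 active means inhibition above the campaign's mean inhibition across all tested compounds plus 3 SD, cut at about 9.9% in these data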;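 further: uninfected addAB+ strain grown without phage in ampicillin broth; 0% = DMSO wells and 100% = ciprofloxacin 0.95 µg/ml wells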
OPRM1-OPRD1 ag: OPRM1-OPRD1 heterodimerization agonism | cells, luminescence | activation, % at 9.3 µM | 340,000 tested, 0.3% active | AID 504326; in the data active means activation above about 18%;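 further: 0% = vehicle-treated cells and 100% = reference agonist; values of inactives mirror those of a sister screen read the other way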
AddAB inh: less growth of phage-infected E. coli with AddAB. E. coli expressing H. pylori AddAB, absorbance growth. AID 435030. inhibition, % at 11.9 µM. 330,000 tested, 0.29% active; in the data active means inhibition above about 12%;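 further: 0% = vehicle wells of infected cells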
PKA-R1A act: PKA-R1A complex activation; P00514+P68181; PKA-R1A dissociation, Cy5-IP20 fluorescence polarization; scaled: DMSO 0%, 113 µM cGMP 100%; activation, % at 11.4 µM; 340,000 tested, 0.083% active;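 active means percent activation above the mean of all tested compounds plus 3 SD, cut at about 19% in these data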;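 further: higher means more PKAc released from R1A so a rise in polarization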
Tat transport: inhibitors of E. coli Tat protein transport. inhibition, % at 10 µM. 340,000 tested, 0.036% active. E. coli MC4100 TorA-mCherry Tat export, fluorescence. AID 488895;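 active means mean replicate inhibition at least 50% and at least half of replicates individually reaching 50%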;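 further: exported cargo escapes ClpAP degradation while cytoplasmic cargo is degraded and loses fluorescence; 0% = median of neutral control wells and 100% = median of NaSCN control wells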
PfHsp90 yeast 2: growth inhibition of yeast expressing Plasmodium Hsp90; S. cerevisiae expressing PfHsp90, BacTiter-Glo ATP, 48 h; yeast lacking PDR1 and PDR3 efflux regulators; inhibition, % at 9.4 µM; 310,000 tested, 0.32% active; AID 504621;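 active means every replicate shows inhibition above about 80%, whatever the replicate mean, limit read from the data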;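 further: 0% = DMSO neutral controls and 100% = 20 µM radicicol positive controls; yeast relying on Plasmodium falciparum Hsp90 in place of its own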
PKA-R2B activ: PKA-R2B complex activation; 340,000 tested, 0.079% active; activation, % at 11.4 µM; AID 504700; PKA-R2B holoenzyme dissociation, Cy5-IP20 fluorescence polarization; R2B truncated from residue 108, S112A mutant; 0% DMSO only, 100% 113 µM cGMP;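 active means activation above a cutoff set at the mean over all compounds plus 3 SD, cut at about 18% in these data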;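 further: higher means more holoenzyme dissociation and a rise in polarization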
Target sequence (P31323 whole entry, looked up, other chains not shown, the tested form may be a part): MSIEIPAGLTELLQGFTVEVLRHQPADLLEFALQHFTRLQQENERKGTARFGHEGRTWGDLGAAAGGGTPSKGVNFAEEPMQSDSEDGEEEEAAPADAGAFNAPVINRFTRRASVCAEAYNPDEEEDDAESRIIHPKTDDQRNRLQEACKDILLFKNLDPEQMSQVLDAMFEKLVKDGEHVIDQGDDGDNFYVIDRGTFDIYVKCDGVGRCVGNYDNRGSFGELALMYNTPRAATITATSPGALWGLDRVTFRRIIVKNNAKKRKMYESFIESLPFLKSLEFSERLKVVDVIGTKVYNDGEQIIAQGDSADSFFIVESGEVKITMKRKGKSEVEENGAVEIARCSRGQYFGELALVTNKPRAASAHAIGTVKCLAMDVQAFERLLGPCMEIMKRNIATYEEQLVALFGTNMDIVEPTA
phage Ecoli inh: E. coli growth loss with phage present; 360,000 tested, 0.26% active; inhibition, % at 11.9 µM; growth absorbance; AID 651602; in the data active means inhibition above about 11%
An asterisk follows results filed as active; . = no result given.

SMILES	HTR5A inv ag	OPRM1-OPRD1 inv	Mot1-301 SUMO	Ecoli viability	OPRM1-OPRD1 ag	AddAB inh	PKA-R1A act	Tat transport	PfHsp90 yeast 2	PKA-R2B activ	phage Ecoli inh
COC(=O)C(NC(C)=O)(Nc1sc2c(c1C(N)=O)CCCC2)C(F)(F)F (centres undefined)	1	-1	31	-0.8	0.1	5.8	12	-3	-13	-6	0.9
CCC(C)[C@@H](C(=O)Nc1ccc2c(c1)OCO2)N1Cc2ccccc2C1=O (some centres undefined)	-17	-1	-18	1.1	0.1	3.9	12	-5	-8	-15	4.1
O=C(CN1CCN(Cc2ccccc2)CC1)Nc1ccc(Br)cc1	8	8	7	-0.7	-1.7	1.1	-6	2	-17	4	0.8
OCCC1CN(Cc2cccs2)CCN1Cc1ccccc1 (centres undefined)	14	12	-7	-3.2	-2.4	4.5	0	6	-3	-10	2.3
CCC(=O)N(Cc1ccco1)c1nc(-c2ccccc2)cs1	-1	-4	9	-0.9	1.0	1.9	-16	-3	1	-8	4.2
COCCn1c(SCC(=O)Nc2cccc(C)c2)nnc1C(C)C	5	-3	14	1.3	0.6	-0.2	5	9	19	-3	-0.5
COc1ccc(C(=O)CSc2nnc(CNc3ccc(F)cc3)o2)cc1	-7	5	-4	1.9	-0.9	1.0	-11	5	-17	0	1.3
COc1ccc(NC(=O)CN2C(=O)C(=O)N(C3CCCC3)C2=O)c(OC)c1	4	5	-9	0.9	-1.3	1.2	2	6	2	4	-0.5
COc1ccccc1OCC(=O)OCC(=O)NCCN1C(=O)CSC1=O	-4	15	-4	-1.1	-3.1	0.5	3	9	.	8	1.9
Cn1c(=O)cc(OCCCC(=O)Nc2ccccn2)c2ccccc21	10	11	-13	-3.0	-2.5	3.2	-5	8	-1	0	2.6
CCc1ccc(OCCNC(=O)OCc2ccccc2)cc1	-2	-18	0	-0.4	3.0	1.0	-5	-6	-19	15	1.5
CSCCC(NS(=O)(=O)c1ccc2c(c1)oc(=O)n2C)C(=O)NC1CCCCC1 (centres undefined)	-51	7	-4	0.3	-1.2	-0.2	-2	-4	23	0	0.5
COc1ccc(OC)c(C2c3[nH]c4ccccc4c3C[C@H]3C(=O)N(C4CC4)CC(=O)N23)c1 (some centres undefined)	8	15	100	-2.6	-3.4	-0.2	-2	-7	14	7	0.8
OC1Cc2ccccc2C1Nc1cccc(C(F)(F)F)c1 (centres undefined)	-4	-41	.	.	8.0	.	0	0	-19	-7	1.3
Nc1ccccc1Oc1c(F)c(F)c(Oc2ccccc2N)c(F)c1F	-6	6	22	1.0	-1.0	2.3	-14	-11	18	8	2.2
N#Cc1c2n(c(=S)n(-c3ccc(F)cc3)c1=O)CCCCC2	-10	-28	-8	0.9	3.8	0.8	-4	-8	3	-4	4.1
CCCCCCCCc1nnc(N)s1	.	.	-4	0.3	.	-0.4	.	6	19	.	2.4
CCCCNC(=O)CNC(=S)N(Cc1ccccc1)Cc1cccs1	24	-7	-4	-1.1	1.5	2.7	-4	-3	-46	0	0.6
Cc1c(C)c2ccc(OCC(=O)NCCCn3ccnc3)cc2oc1=O	28	14	-1	0.8	-2.6	2.0	-4	0	15	2	2.8
COc1ccc(OCCC(=O)OCC(=O)NC2CCCCCCC2)cc1	-2	6	.	1.6	-1.2	-0.3	10	11	-11	1	-0.9

Shown as a markdown table: entries from further up
| structure | HTR5A inv ag | OPRM1-OPRD1 inv | Mot1-301 SUMO | Ecoli viability | OPRM1-OPRD1 ag | AddAB inh | PKA-R1A act | Tat transport | PfHsp90 yeast 2 | PKA-R2B activ | phage Ecoli inh |
| --- | --- | --- | --- | --- | --- | --- | --- | --- | --- | --- | --- |
| CSCCC(NS(=O)(=O)c1ccc2c(c1)oc(=O)n2C)C(=O)NC1CCCCC1 (centres undefined) | -51 | 7 | -4 | 0.3 | -1.2 | -0.2 | -2 | -4 | 23 | 0 | 0.5 |
| COc1ccc(OC)c(C2c3[nH]c4ccccc4c3C[C@H]3C(=O)N(C4CC4)CC(=O)N23)c1 (some centres undefined) | 8 | 15 | 100 | -2.6 | -3.4 | -0.2 | -2 | -7 | 14 | 7 | 0.8 |
| OC1Cc2ccccc2C1Nc1cccc(C(F)(F)F)c1 (centres undefined) | -4 | -41 | . | . | 8.0 | . | 0 | 0 | -19 | -7 | 1.3 |
| Nc1ccccc1Oc1c(F)c(F)c(Oc2ccccc2N)c(F)c1F | -6 | 6 | 22 | 1.0 | -1.0 | 2.3 | -14 | -11 | 18 | 8 | 2.2 |
| N#Cc1c2n(c(=S)n(-c3ccc(F)cc3)c1=O)CCCCC2 | -10 | -28 | -8 | 0.9 | 3.8 | 0.8 | -4 | -8 | 3 | -4 | 4.1 |
| CCCCCCCCc1nnc(N)s1 | . | . | -4 | 0.3 | . | -0.4 | . | 6 | 19 | . | 2.4 |
| CCCCNC(=O)CNC(=S)N(Cc1ccccc1)Cc1cccs1 | 24 | -7 | -4 | -1.1 | 1.5 | 2.7 | -4 | -3 | -46 | 0 | 0.6 |
| Cc1c(C)c2ccc(OCC(=O)NCCCn3ccnc3)cc2oc1=O | 28 | 14 | -1 | 0.8 | -2.6 | 2.0 | -4 | 0 | 15 | 2 | 2.8 |
| COc1ccc(OCCC(=O)OCC(=O)NC2CCCCCCC2)cc1 | -2 | 6 | . | 1.6 | -1.2 | -0.3 | 10 | 11 | -11 | 1 | -0.9 |

Other structures follow:
SMILES	HTR5A inv ag	OPRM1-OPRD1 inv	Mot1-301 SUMO	Ecoli viability	OPRM1-OPRD1 ag	AddAB inh	PKA-R1A act	Tat transport	PfHsp90 yeast 2	PKA-R2B activ	phage Ecoli inh
O=C(N/N=C/c1cc(Cl)cc([N+](=O)[O-])c1O)c1ccc2c(c1)OCO2	-1	10	6	-3.0	-2.1	0.3	2	2	-29	-3	0.2
Cc1c(Cl)cccc1NC(=O)CSc1nncn1-c1cccnc1	-1	-12	-11	-0.8	1.5	1.9	-14	-5	23	2	-2.0
C=CC(=O)N1C/C(=C/c2ccc(Cl)cc2)C(=O)/C(=C\c2ccc(Cl)cc2)C1	4	39	.	.	-8.0	.	-9	6	18	-10	0.8
Cc1cccnc1NC(=S)NC(=O)/C=C/c1ccco1	5	10	-5	-0.1	-2.1	1.7	-5	-1	27	1	1.0
CC(C)c1nc(NCCN2CCOCC2)c(C#N)c2c1COC(C)(C)C2	-22	20	-23	-1.7	-3.6	0.0	-3	-1	14	-8	1.4
CCC(C)(C)n1nnnc1CN1CCN(c2ccc(OC)cc2)CC1	3	4	6	1.4	-0.8	2.0	-5	4	12	-1	1.6
CN(C(=O)c1cccs1)c1ccc(OCC(=O)Nc2ccc(C(=O)O)cc2)cc1	-7	16	14	-2.6	-3.2	0.3	-4	-3	11	-9	1.7
CC(=O)N1CCN(c2ccccc2NC(=O)c2cccs2)CC1	3	14	-4	0.0	-3.5	1.3	-5	-13	-3	-2	2.0
CCN(CC)S(=O)(=O)c1ccc2c(c1)c(=O)c(C(=O)N1CCN(c3ccccn3)CC1)cn2C	13	10	-2	1.3	-1.8	-1.4	2	1	-5	11	2.5
Cc1ccc(S(=O)(=O)N2CCCCC2C(=O)N2CCN(C)CC2)cc1 (centres undefined)	5	12	16	0.9	-2.1	6.1	-2	8	0	16	-0.2
Cc1cc(C(=O)CCC(=O)N2CCN(c3ccccc3)CC2)c(C)s1	-9	10	85	2.7	-1.6	2.2	4	0	-32	-6	2.9
COc1ccccc1CNC(=O)COC(=O)c1cccc(-n2cnnn2)c1	-14	3	-9	1.1	-0.9	2.4	-2	2	2	-5	4.0
CC(C)(O)c1[nH]c2cc(C(F)(F)F)ccc2c1C(C)(C)O	-40	3	0	0.7	-0.5	5.0	8	6	-4	-3	1.3
CC(Sc1cccc2cccc(C(=O)O)c12)C(=O)O (centres undefined)	5	13	9	-1.7	-2.8	1.5	-14	-3	-19	3	2.1
O=C(c1cnc2ccccn2c1=O)N1CCc2ccccc21	-17	0	364	-0.6	0.0	-1.1	-3	3	7	1	3.6
COc1cc(C)c(CNC2CCCCC2)cc1C	1	0	-22	-0.5	0.0	2.7	2	0	15	-10	0.0
Cc1cc(C(=O)N/N=C/c2ccc(O)c([N+](=O)[O-])c2)c(C)n1-c1ccc(F)cc1	4	11	-6	0.1	-2.1	-0.3	4	11	-39	11	1.4
O=C(O)CSc1nc2ccccc2n1C1CCCCC1	37	2	21	0.2	-0.4	2.4	-7	-4	27	-21	2.1
CCN(c1cccc(C)c1)S(=O)(=O)c1ccc2c(c1)CCN2C(C)=O	19	9	-2	-0.8	-1.6	0.6	-8	4	-24	-3	3.6
CCOC(=O)c1ccc(N2CCCCC2)c(NS(=O)(=O)c2cccc(C(F)(F)F)c2)c1	-9	-7	1	1.4	1.4	0.4	-9	7	27	-3	2.9
CCCCNC(=O)C(NS(=O)(=O)c1cccc2nsnc12)c1ccccc1 (centres undefined)	0	-5	0	0.1	0.8	2.6	-4	-1	.	-5	3.7
O=C(NC1CCCC1)C(c1ccsc1)N(C(=O)Cc1cccs1)c1ccccc1 (centres undefined)	3	8	-3	2.4	-1.4	-12	-3	0	-2	-8	2.8
CCOC(=O)c1csc(CCNC(=O)c2oc3c(Cl)cc(C)cc3c2C)n1	3	-5	-21	0.7	0.9	1.3	-3	-2	-2	8	1.4
CCn1c(Sc2ccc(N)cc2Cl)nc2ccccc21	20	9	27	-2.9	-1.6	0.2	-7	-7	22	9	-3.0
COc1ccc(-c2cc(-c3ccccc3)c(C#N)c(S(C)(=O)=O)n2)cc1	-13	-1	-5	0.5	0.2	0.6	-3	-4	0	-2	1.3
Fc1cccc(CNc2ncnc3ccc(-c4ccc5c(c4)OCO5)cc23)c1	-14	8	-16	2.5	-1.4	2.3	0	5	5	-2	3.2
Cc1ccc(S(=O)(=O)Nc2ccc(-n3cnnn3)cc2)c(C)c1	1	6	.	-3.1	-1.6	-2.8	2	-2	26	-5	0.3
COCCOC(=O)C1=C(C)NC(=S)NC1/C=C/c1ccccc1 (centres undefined)	-1	12	193	-2.4	-2.4	0.0	0	-6	10	-13	4.3
Cc1csc(NC(=O)COc2ccc3c(C)cc(=O)oc3c2)n1	12	-15	0	-2.9	2.7	2.3	-9	2	.	-3	1.8
O=C(COC(=O)/C=C/c1cccs1)NC1CC1	16	9	-9	-0.2	-1.8	3.4	-5	-5	-5	-10	5.6
COc1ccc(OC(=O)c2ccc(OC)c(S(=O)(=O)N3CCOCC3)c2)cc1	-5	9	-11	.	-2.7	.	4	-4	24	-9	2.3
CCCCCSc1nc2c(cnn2-c2ccccc2)c(=O)[nH]1	-7	11	106	2.6	-1.9	-0.5	-12	0	6	-9	1.9
C[C@H](NC(=O)C1(c2ccccc2)CCN(C(=O)OC(C)(C)C)CC1)C(=O)N[C@@H](C(=O)O)c1ccccc1	12	8	-2	0.3	-1.6	3.9	-1	-1	8	13	4.3
O=C(CN1CCN(Cc2ccccc2)CC1)NNC(=O)c1ccccc1	-7	16	.	1.6	-4.0	2.6	-5	5	-6	-4	-0.6
